aGlu spleen mod – lysosomal alpha-glucosidase (human) modulation. 240,000 tested, 0.006% active. P10253. AID 2112. Potency, µM (titrated, usually from 79.9 µM), for the others: at the top dose activity change, negative = inhibition, actives largely listed as inhibitors. human spleen homogenate, 4-MU-alpha-glucoside fluorescence;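 also: 0% = enzyme with vehicle and -100% = no enzyme basal signal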
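Human spleen homogenate (1 ug) incubated with compounds and 1 mM 4-methylumbelliferyl-alpha-D-glucopyranoside in pH 5.0 citrate/phosphate buffer, 37 C, 40 min. Stopped at pH 10; 4-MU fluorescence (Ex 365/Em 440 nm); AC50 by Hill fit.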
KDM4E inh – blocks human JMJD2E demethylase activity | Potency, µM (top dose mostly 57.1 µM), for inactives: at the highest dose activity change, negative = inhibition, hits mostly inhibitors | JMJD2E catalytic domain, FDH-coupled NADH fluorescence (FDH is formaldehyde dehydrogenase) | AID 2147 | B2RXH2 | 230,000 tested, 1.6% active; active = well fitted inhibition curve with a large enough effect, not every such curve was filed as active; inconclusive = small, poorly fitted or top-dose-only effect, or another doubt; inactive = no such curve, though single readings can be large or run the other way;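 also: 0% = wells with enzyme and -100% = buffer wells without enzyme; nearly all actives have a fitted effect of over 50% in size; many of its hits are not listed in these tables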
ALDH1A1 inh – ALDH1A1 (human) enzyme inhibition | P00352 | Purified ALDH1A1, NADH fluorescence, propionaldehyde substrate | Potency, µM (titrated, usually from 75.3 µM), without a hit: top-dose activity, negative = inhibition, usual class: inhibitors | 220,000 tested, 7.3% active; active = well fitted inhibition curve with a large enough effect, not every such curve was filed as active; inconclusive = small, poorly fitted or top-dose-only effect, or another doubt; inactive = no such curve, though single readings can be large or run the other way;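 also: plate controls were no enzyme wells and a reference inhibitor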
GAA inhib – inhibitors of human lysosomal alpha-glucosidase. P10253. purified human GAA, 4-MU-alpha-glucoside fluorescence. Potency, µM (series often up to 76.9 µM), for the others: top-dose activity change, negative = inhibition, most hits filed as inhibitors. 200,000 tested, 0.005% active;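 also: plate controls were uninhibited enzyme wells for no effect and no-enzyme background for full effect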
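Read-out is 4-methylumbelliferone fluorescence (Ex 365/Em 440 nm) after NaOH/glycine stop at pH 10. Enzyme 4 nM, substrate 400 uM, pH 5.0 citrate buffer, 20 min room temperature; AC50 from Hill-equation concentration-response.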
GLA spleen mod – alpha-galactosidase A (human) modulation | human spleen homogenate, 4MU-alpha-Gal fluorescence, 40 min | Potency, µM (series often up to 80 µM), without a hit: at the top dose activity change, negative = inhibition, usual class: inhibitors | 240,000 tested, 0.008% active;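 also: 0% = enzyme with vehicle and -100% = no enzyme basal signal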
Target sequence (P06280 32-429 limits assumed): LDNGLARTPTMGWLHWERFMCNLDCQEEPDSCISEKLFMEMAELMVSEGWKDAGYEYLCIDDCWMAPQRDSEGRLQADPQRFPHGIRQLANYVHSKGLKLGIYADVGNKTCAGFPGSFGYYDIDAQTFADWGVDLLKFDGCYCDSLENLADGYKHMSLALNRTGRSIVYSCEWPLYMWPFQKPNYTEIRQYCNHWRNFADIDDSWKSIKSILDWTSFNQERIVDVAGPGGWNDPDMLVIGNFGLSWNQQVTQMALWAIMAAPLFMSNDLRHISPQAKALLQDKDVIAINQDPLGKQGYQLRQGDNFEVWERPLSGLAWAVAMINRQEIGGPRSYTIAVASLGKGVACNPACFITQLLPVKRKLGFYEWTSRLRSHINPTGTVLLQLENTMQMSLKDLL
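qHTS titration in buffer at pH 5.0. Alpha-galactosidase activity in spleen homogenate was measured via 4-methylumbelliferone release from 1 mM fluorogenic substrate after 40 min at 37C and a pH 10 stop. AC50 came from Hill fits of control-normalized data.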
SMN2 splice enh – SMN2 splice variant enhancement; HEK293 SMN2-luciferase splicing reporter, luminescence, 30-36 h; 210,000 tested, 2.8% active; Potency, µM (doses to about 46.1 µM), without a hit: at the top dose activity change, positive = activation, hits mostly activators; also: % of control where 0% means no effect; nearly all actives have a fitted effect of over 55% in size
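HEK293 cells carry an SMN2 […]–luciferase reporter in which exon 7 inclusion puts luciferase in frame. Cells were plated 10-12 h before compound addition, then incubated 30-36 h at 37C. ONE-Glo luminescence was read; sodium butyrate at 4.5 mM final served as control.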
GAA glycogen mod – inhibitors or activators of human alpha-glucosidase glycogen cleavage | P10253 | recombinant GAA, glycogen substrate, Amplex Red glucose oxidase fluorescence | Potency, µM (top dose mostly 76.4 µM), inactives show top-dose activity change, negative = inhibition, actives largely listed as inhibitors | 300,000 tested, 0.38% active;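 also: 0% = full enzyme reaction and -100% = no-enzyme basal signal; the screen sought inhibitors and activators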
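Recombinant enzyme (4 nM final) with compounds titrated up to 77 uM and bovine liver glycogen (30 ug) in citrate pH 5.0, 0.01% Tween-20, 37 C 40 min. Released glucose detected by Amplex Red/glucose oxidase (Ex 573/Em 610); AC50 from Hill fits.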
GoLoco inh red – inhibitors of human Gai1-RGS12 GoLoco interaction (red fluorophore); P63096; Gai1:RGS12 GoLoco peptide FP, rhodamine, 10 min; Potency, µM (highest dose often 61.6 µM), for inactives: at the top dose activity, negative = inhibition, usual class: inhibitors; 230,000 tested, 0.44% active; AID 880; active = well fitted inhibition curve with a large enough effect, not every such curve was filed as active; inactive = no such curve, though single readings can be large or run the other way; also: % is scaled to controls: 0 for no effect and ±100 for the full control effect; nearly all actives have a fitted effect of over 30% in size; many of its hits are not listed in these tables
Target sequence (P63096 whole entry, looked up): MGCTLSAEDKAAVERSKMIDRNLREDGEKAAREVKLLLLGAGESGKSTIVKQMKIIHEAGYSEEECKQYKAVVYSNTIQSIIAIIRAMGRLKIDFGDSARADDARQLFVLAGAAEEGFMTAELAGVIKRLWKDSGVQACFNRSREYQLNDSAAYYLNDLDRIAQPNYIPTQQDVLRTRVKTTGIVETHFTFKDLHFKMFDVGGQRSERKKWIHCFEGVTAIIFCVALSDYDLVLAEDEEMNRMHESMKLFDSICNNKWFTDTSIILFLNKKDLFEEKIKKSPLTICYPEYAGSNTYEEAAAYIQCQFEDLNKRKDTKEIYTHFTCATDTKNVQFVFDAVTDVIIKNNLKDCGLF
Starred values were filed as active, the others as inactive; ? = inconclusive; . = no result given; & = joins results of further samples; [ ] = remark or other dose. Unless noted, calls follow the shape of the dose curve; as a rule, active = well fitted curve in the direction sought with a large enough effect; inconclusive = small, poorly fitted or top-dose-only effect, or another doubt; inactive = no such curve, though single readings can be large; an effect the other way counts as inactive or inconclusive. Potency is read from the fitted curve at half-maximal effect.

SMILES	aGlu spleen mod	KDM4E inh	ALDH1A1 inh	GAA inhib	GLA spleen mod	SMN2 splice enh	GAA glycogen mod	GoLoco inh red
O=[N+]([O-])c1cccc(Cl)c1NCCNS(=O)(=O)c1ccc(Cl)cc1	-8%	1%	?	-1%	-5%	-1%	2%	-6%
O=C(O)Cc1sc(Nc2ccc(F)cc2)nc1-c1cccs1	-1%	?	?	1%	-6%	.	-2%	230%[activator]
CC(=O)N(C(C)=O)c1ncnc2c1c(-c1ccc(Cl)cc1)nn2C(C)(C)C	-6%	?	?	3%	4%	3%	-5%	-9%
Cn1c(=O)[nH]c(=O)c2c1nc(CN1CCN(c3cccc(Cl)c3)CC1)n2CCCc1ccccc1	-6%	2%	?	3%	-1%	-8%	0%	6%
CCOC(=O)c1c(/N=C/C2C(=O)CCCC2=O)sc2c1CCCC2	7%	6%	16µM*	1%	0%	-9%	?	31%[activator]
Cc1ccc(C)n1-c1ccc(NC(=O)c2ccccc2)cc1	6%	0%	-14%	-4%	-2%	11µM*	12%	23%
Cc1nn(C)c(C)c1NC(=O)CSc1nc(C2CC2)nc2c1cnn2-c1ccccc1	1%	2%	-8%	3%	6%	-54%[inhibitor]	-3%	-13%
Cc1nc2sc(C(c3ccco3)N3CCN(C(c4ccccc4)c4ccccc4)CC3)c(O)n2n1 (stereo unspecified)	0%	4%	?	-2%	3%	-72%[inhibitor]	-13%	79%[activator]
CCCn1c(N)c(C(=O)CSc2nnc(-c3ccco3)n2Cc2ccccc2)c(=O)[nH]c1=O	-15%	-8%	?	-3%	0%	-16%	2%	5%
O=C(Nc1ccc2c(c1)OCCO2)c1ccc2nccnc2c1	2%	-4%	?	?	0%	?	4%	0%
Nn1cc(-c2ccccc2)nc1SCC(=O)N1CCN(S(=O)(=O)c2ccccc2)CC1	-11%	9%	-15%	?	-2%	-8%	-13%	4%
COC(=O)C1=C(C)Nc2ccc(C)cc2S1	5%	-4%	-3%	-15%	-3%	-17%	-2%	45%[activator]
Cc1ccc2nc(CSc3nnc(Nc4ccccc4C)s3)cc(=O)n2c1	3%	-12%	?	2%	2%	-26%	0%	29%
Cc1c(NC(=O)c2cccc(-c3cc4ccccc4oc3=O)c2)cccc1-c1nc2ncccc2o1	-5%	?	?	4%	-4%	-12%	17%	7%
C[N+](C)(CCCOc1ccccc1)c1ccccc1	6%[29.1 µM]	-8%[25.5 µM]	-8%[20.9 µM]	.	1%[29.1 µM]	-15%[20.6 µM]	.	-2%[21.6 µM]
Cc1nnc(NC(=O)CSc2ccc(-c3ccc(Cl)cc3)nn2)s1	2%	?	6%	-6%	5%	13%	4%	11%
COc1ccc(N2CCn3c2nc2c3c(=O)n(CCc3ccccc3)c(=O)n2C)c(OC)c1	3%	2%	?	?	8%	-32%[inhibitor]	-2%	8%
CCN(C(=O)Cc1c(C(=O)O)n(C)c2ccccc12)c1ccc(F)cc1	-1%	-9%	10%	5%	-2%	-33%[inhibitor]	5%	0%
C=CCSc1nnc(NC(=O)CSc2nc3ccccc3o2)s1	6%	1%	-15%	6%	6%	4%	5%	30%
COc1ccc(/C=C2/SC(=O)N(CCNC(=O)C3CCCN3C(=O)c3cccs3)C2=O)cc1 (stereo unspecified)	-1%	-5%	-13%	5%	-1%	-24%	2%	9%
Cn1c(SCc2cc(=O)[nH]c(C(C)(C)C)n2)nnc1C(F)(F)F	3%	-1%	4%	-7%	10%	.	10%	-4%
COc1ccc(CC(=O)Nc2nccs2)cc1OC	7%	5%	15%	2%	-7%	-36%[inhibitor]	1%	12%
CCOc1ccc(CCNC(=O)C2CCN(c3ccc(N4CCOCC4)nn3)CC2)cc1OCC	4%	?	?	-3%	12%	-5%	1%	-12%
FC(F)Sc1nnc(-c2cccs2)n1-c1ccccc1	-10%	3%	26%	1%	4%	0%	-4%	6%
Cc1cc(NC(=O)CSc2nc3ccccc3c(=O)n2C(C)c2ccccc2)no1 (stereo unspecified)	-16%	8%	10%	-17%	9%	?	-11%	5%
COc1ccc(CN2C(=O)C(O)(CC(=O)c3ccc4c(c3)OCO4)c3ccccc32)cc1OC (stereo unspecified)	-7%	4%	4.5µM*	4%	-4%	-12%	1%	11%
CC(C)(C)c1ccc2c(c1)C(c1ccc3c(c1)OCO3)CC(=O)O2 (stereo unspecified)	-6%[119 µM]	.	?	.	4%[119 µM]	.	.	2%[88.7 µM]
CCOc1ccccc1N1CC(C(=O)Nc2nccs2)CC1=O (stereo unspecified)	-5%	6%	-5%	-1%	-4%	-13%	8%	0%
Cc1ccc(C)c(-n2c(SCC(=O)NCC3CCCO3)nnc2-c2ccoc2C)c1 (stereo unspecified)	7%	-5%	?	-1%	5%	-2%	8%	-19%
CCOc1cc(C)c(Cl)cc1S(=O)(=O)NCC1CCCO1 (stereo unspecified)	-8%	7%	-2%	-14%	-2%	23%	2%	9%
CCCS(=O)(=O)C(=C(Nc1ccc(OC)cc1)Nc1ccc(OC)cc1)S(=O)(=O)CCC	0%	3%	7%	4%	-2%	3%	8%	0%
COc1cc(C(=O)NCCc2ccc(S(=O)(=O)N3CCCC3)cc2)cc(OC)c1OC	1%	5%	-5%	-2%	6%	-13%	-15%	11%
CCOC1(OCC)C(c2ccc(N)cc2)C(C#N)(C#N)C1(OCC)OCC (stereo unspecified)	0%	0%	-2%	0%	6%	-13%	-13%	11%
CSc1cccc(NC(=O)CN2C(=O)c3ccccc3S2(=O)=O)c1	-5%	-14%	?	3%	-2%	-12%	-1%	0%
CC(C)(C)Nc1nc2cc([N+](=O)[O-])ccc2o1	-1%	-6%	.	.	-4%	.	3%	5%
Cc1ccc(/C=C/S(=O)(=O)NCc2ccc(F)cc2)cc1	3%	-2%	0%	-4%	0%	4%	-10%	-7%
Cc1occc1-c1nnc(SCC(=O)N2CCN(c3ccc(F)cc3)CC2)n1C	8%	6%	-2%	-11%	9%	-29%	4%	-10%
Cc1cc(C)cc(N(CC(=O)NC(C)(C)C)C(=O)CNC(=O)c2cccs2)c1	-2%	4%	6%	-9%	-15%	.	-2%	1%
Cc1ccc(/C=C/C(=O)Nc2ccc(Oc3ccccc3)cc2)o1	-6%	?	24µM*	-3%	6%	-47%[inhibitor]	7%	-11%
O=C(N/N=C/c1cc(Br)ccc1O)C(=O)Nc1ccccc1OC(F)(F)C(F)F	-4%	?	4%	-7%	8%	-93%[inhibitor]	-5%	10%
CCOC(=O)C1=C(C)c2ccccc2N(S(=O)(=O)C(F)(F)F)C1C(=O)OCC (stereo unspecified)	4%	.	13%	.	-4%	.	.	9%
COc1ccccc1/C=C/C1C(C(=O)OCC(C)C)=C(C)N=C2SCCC(=O)N21 (stereo unspecified)	-2%	-8%	22µM*	?	-1%	-12%	-3%	0%
COC(=O)Cn1nnc2c(cnn2-c2ccccc2)c1=O	-7%	-6%	-7%	?	1%	.	-14%	13%
COc1ccc(C(=O)NC2CCN(C(=O)Nc3ccccc3Cl)CC2)cc1	.	6%	0%	6%	-4%	0%	7%	10%
CCOC(=O)C1=C(c2ccccc2)NC(SCC(=O)Nc2ccccc2C)=C(C#N)C1c1ccco1 (stereo unspecified)	-7%	178%[activator]	14µM*	?	-4%	-18%	-21%	3%
C=CCNC(=O)C(=O)c1c(-c2ccccc2)[nH]c2ccccc12	-4%	2%	-6%	4%	-4%	11%	2%	10%
COc1ccc(C2(C#N)CCC(=O)N2c2ccccc2)cc1 (stereo unspecified)	5%	3%	.	.	15%	.	6%	-4%
CC(C)C(=O)Nc1cc(C(F)(F)F)ccc1-n1ccnc1	-2%	3%	18%	0%	-12%	.	11%	6%
COc1cc(OC)nc(-n2ncc(Br)c(Br)c2=O)n1	3%	-2%	10µM*	?	1%	-107%[inhibitor]	-2%	11%
CC(C)c1ccc(O)c(NC(=O)c2cccnc2)c1	-7%	5%	2%	2%	-8%	0%	11%	-1%
Cc1ccc(C)c(NC(=O)CSc2nnc(Cc3cccn3C)n2-c2ccc(F)cc2)c1	-2%	?	?	0%	-2%	-14%	12%	14%
Cc1ccc(-c2nc3ccccc3n3nnnc23)cc1	-8%	?	?	-2%	-3%	13µM*	0%	6%
CCCCN(C)C(=O)C1CCN(CCCc2ccccc2)CC1	0%	?	?	-3%	1%	.	2%	1%
Cc1ccc(-c2c(C(=O)NCc3ccc(F)cc3)oc(=O)c3ccccc23)cc1	-12%	-16%	7.1µM*	-12%	-1%	-4%&-10%	3%[76.3 µM]	4%
CC(Sc1nnc(Nc2ccccc2)s1)C(=O)NC1CCCc2ccccc21 (stereo unspecified)	-5%	5%	32µM*	-10%	-11%	-56%[inhibitor]	11%	17%
COc1ccc(C2=NN(CC(=O)NCc3ccco3)C(=O)CC2)cc1	0%	-4%	?	-5%	-5%	-11%	9%	0%
COc1ccc(-c2nc(-c3ccccc3)c(Nc3ccc4ccccc4c3)o2)cc1	-1%	?	?	.	2%	2%	.	-5%
CN(C)c1ccc(NC(=O)COC(=O)CCC(=O)c2ccc(F)cc2)cc1	2%	-5%	10µM*	-4%	4%	-12%	13%	-26%
COc1ccc(OC)c(NC(=O)CSc2nnc(CNc3ccc(C)cc3C)o2)c1	-6%	19%	?	-4%	-9%	-8%	-16%	-4%
O=c1[nH]c(Cc2ccccn2)nc2scc(-c3ccccc3Cl)c12	-6%	?	?	-3%	3%	-14%	-9%	107%[activator]
CC(C)C(NC(=O)CSCc1ccc([N+](=O)[O-])cc1)C(C)C	7%	-2%	-10%	10%	4%	-28%	-4%	-5%
CCc1cccc(NC(=O)CCCCCC2NC(=O)NC2C)c1 (stereo unspecified)	0%	10%	?	2%	0%	-22%	13%	1%
CC(=O)c1c(C)[nH]c(C(=O)CSc2nnc(C)s2)c1C	12%	-16%	-4%	-2%	14%	?	3%	18%

Compound activity: PubChem, National Center for Advancing Translational Sciences (NCATS)

Not all compounds are listed. The share of hits here may be higher or lower than overall.
